Growth percent in the NCI-60 one-dose screen (48 h, 10 µM unless noted): 100 = growth as untreated, 0 = no growth, -100 = all killed.
OVCAR-4: OVCAR-4 ovarian cancer cells; AID 1794784; hit rate 3.7% among 80,000
NCI-H522: NCI-H522 lung cancer. AID 1794739. hit rate 8% among 78,000
SK-OV-3: SK-OV-3 ovarian cancer cells; hit rate 3.2% among 80,000; AID 1794785
NCI/ADR-RES: NCI/ADR-RES ovarian cells; hit rate 4.4% among 81,000
NCI-H322M: NCI-H322M lung cancer. hit rate 2.7% among 80,000. AID 1794733
NCI-H23: NCI-H23 lung cancer | hit rate 4% among 80,000
IGROV1: IGROV1 ovarian cancer; hit rate 4.7% among 79,000; AID 1794786
NCI-H226: NCI-H226 lung cancer | hit rate 3.5% among 79,000
NCI-H460: NCI-H460 lung cancer | hit rate 6.8% among 82,000
Active calls of the source: *; · = not tested or not shown; & = joins results of further samples; [ ] = another dose, or the depositor's remark. The calls were made as follows: active = growth percent below 10; inactive = the rest.

SMILES	OVCAR-4	NCI-H522	SK-OV-3	NCI/ADR-RES	NCI-H322M	NCI-H23	IGROV1	NCI-H226	NCI-H460
NC(=O)c1cccc(-n2ccc3cc(NC(=O)Nc4ccc(Cl)c(Cl)c4)ccc32)n1	68.2	68.2	·	91.8	96.7	92.9	87.9	·	75.4
CCOC(=O)CC(C(=O)OCC)C(=O)OCC	104.2	94.9	104.9	115.3	115.9	107.9	113.0	107.6	·
Cc1cccc(/C=C\C(=O)c2ccccc2)c1	112.9&93.3	95.3	100.7&101.2	101.3&97.0	93.7&97.0	101.3&93.5	91.6	95.5&110.5	100.5&108.9
COc1ccc2sc(C)cc(=O)c2c1	96.4	98.5	114.3	105.6	106.1	103.8	·	98.9	105.2
COc1cccc(-c2nn(C(C)(C)C)cc2-c2ccnc(NCCCNS(=O)(=O)c3ccc(Br)cc3)c2)c1	96.9&97.5	83.3&95.2	116.0&108.6	83.1&96.6	95.3&97.9	87.7&106.4	77.7&97.2	85.8&98.6	83.2&107.2
Cc1c(O)cc(C(=O)CCl)c(O)c1C	100.4	87.6	94.8	98.8	107.3	92.8	85.2	88.6	102.1
Cc1cccc(-n2c(C3=C(O)c4ccccc4C3=O)nnc2-c2ccccc2)c1	86.8	85.2	88.8	103.3	98.9	94.8	96.9	97.3	110.1
COc1ccc(-c2cc3c(oc2=O)-c2ccccc2OC3O)cc1 (stereo unspecified)	102.6	·	106.6	106.3	124.0	100.8	·	160.8	110.7
O=S1(=O)NCCCN1CCNc1nccc(-c2c(-c3cccc(O)c3)nc3sccn23)n1	85.4	76.0	43.6	116.2	85.1	83.7	56.7	84.9	67.1
CC[C@H](CO)Nc1nc(NCc2ccccc2)n2ncc(C(C)C)c2n1	11.8	1.9*	51.5	19.5	14.8	13.3	14.5	10.3	5.0*
C/C(=C\CCc1ccoc1)CC/C=C(\C)CCCN1CCC(CO)CC1	52.5	54.6	65.1	73.4	74.9	74.8	67.8	74.9	53.8
[N-]=[N+]=Nc1ncc(-c2ccc(C(F)(F)F)cc2)c(NC2CCCCCC2)n1	28.9[100 µM]	·	71.6[100 µM]	43.7[100 µM]	47.6[100 µM]	38.0[100 µM]	36.3[100 µM]	60.3[100 µM]	18.4[100 µM]
CCCCCCCCCCCCCCNc1nc(C#N)ncc1-c1ccc(C(F)(F)F)cc1	106.4	82.1	96.0	102.8	86.7	103.6	95.4	96.7	103.8
CC1=C(C)C(=O)C(N2CCN(c3cccc(C)c3)CC2)=C(Cl)C1=O	85.1	87.8	105.2	91.8	107.2	82.1	83.2	90.3	100.8
O=C(/C=C(/C=C/c1cccc2[nH]ccc12)OB(F)F)/C=C/c1cccc2[nH]ccc12	11.5	-71.4*	-20.7*	3.5*	1.0*	-34.8*	-3.1*	-54.9*	0.5*
COc1cc(Nc2ncccc2C(=O)Nc2nc3ccc(F)cc3s2)cc(OC)c1OC	5.0*	50.6	91.7	67.2	90.8	55.8	74.5	57.2	74.1
CCN(CC)CC(CC)(c1ccccc1)C1(O)CCCC1 (stereo unspecified)	115.5	95.0	106.9	102.7	105.7	98.2	86.6	93.8	102.5
C=C1CC[C@H](C(C)C)[C@@H]2[C@H]1[C@H]1C[C@](C)(O)[C@@H](OCC)CC[C@@](C)(O)[C@@H]2O1	93.2	83.0	89.2	100.4	104.5	93.3	87.4	82.0	106.0
CCCCCCCCCCOC(=O)c1ccccc1C(=O)OCCCC	115.0	91.2	113.5	107.3	108.4	107.2	118.3	·	120.2
COc1ccc2c(c1)CCC1=C2CCC2(C)C(=O)CCC=C12 (stereo unspecified)	98.8	85.3	107.3	95.0	112.5	94.2	96.5	101.1	103.6
NS(=O)(=O)c1cccc(NC(=O)Nc2nc3ccccc3s2)c1	81.8	69.4	61.0	86.2	58.2	75.5	55.2	69.1	76.7
CN1CCCCC1CCN1c2ccccc2Sc2ccc(Br)cc21 (stereo unspecified)	59.4	62.9	69.6	73.2	59.1	77.4	35.9	89.9	64.9
CC(C)(C)c1ccc(C(=O)Nc2cccc(NC(=O)c3ccccn3)c2)cc1	93.6	88.8	95.8	91.7	83.8	90.4	88.0	108.7	105.9
c1ccc(CNCCNCCNCc2ccccc2)cc1	104.6	91.0	107.3	108.3	107.8	103.6	112.3	110.8	111.8
COc1nc2c(cc1S(=O)(=O)c1ccccc1)CCCc1ccn(C)c1-2	82.3	53.2	80.2	71.0	87.3	66.1	78.2	78.9	90.3
Cc1nc2ccccc2c(=O)n1Cc1nnco1	105.6	·	103.7	103.7	91.7	·	98.9	94.0	105.5
OCC1OC(n2ccc3c(NO)ncnc32)C(O)C1O (stereo unspecified)	-5.1*	-30.1*	1.1*	-53.5*	·	-56.3*	-32.1*	-10.3*	-27.7*
O=C1c2ccccc2C(=O)c2cc(Cn3cc[n+](Cc4ccc5ccccc5c4)c3)ccc21	58.7	38.9	105.3	104.4	91.0	75.6	29.6	83.3	94.0
N#C/C(=C\NC(=S)N=Nc1c(O)[nH]c2ccccc12)c1nc2ccccc2s1	93.7	82.9	92.8	103.3	100.8	94.7	85.4	77.6	97.4
CCOC(=O)C1CC(=O)c2cc(OC)c(OC)cc2C1 (stereo unspecified)	96.8	84.9	105.7	98.5	123.3	101.3	·	92.6	110.1
O=C(CN1C(=O)/C(=C/c2ccco2)SC1=S)NCCc1c[nH]c2ccc(F)cc12	99.7	82.5	93.7	99.1	102.1	94.7	103.7	92.4	103.2
O=C(O)COc1c(Cl)cc([N+](=O)[O-])cc1Cl	108.2	76.8	92.3	107.7	·	99.0	93.6	96.4	108.9
O=C(c1ccccc1F)N1CCN(c2ccnc3cc(Cl)ccc23)CC1	83.1	81.9	88.4	87.4	90.7	91.1	98.7	91.2	100.4
CCC(=O)c1ccc(-c2ccccc2)cc1	107.7	92.4	111.2	108.5	116.6	97.7	·	109.0	107.4
COc1cc(/C=C/C(=O)c2cc(OC)c(OC)c(OC)c2)ccc1Oc1nc(NCCO)nc(N2CCOCC2)n1	20.0	-11.1*	7.0*	64.5	24.0	·	1.1*	-1.4*	-51.6*
COc1cc2oc(-c3cccc(C(=O)NCc4ccccc4)c3)cc(=O)c2c(O)c1OC	31.3	75.3	77.6	68.9	82.3	87.1	83.3	79.7	66.6
COc1ccc(/C(CSc2nnc(-c3c[nH]c4ccccc34)n2-c2ccccc2)=N/O)cc1	16.8	36.5	52.1	38.2	36.4	41.6	43.1	18.2	17.3
CCCCC(CC)C(=O)Oc1c(Cl)cc(Cl)cc1[N+](=O)[O-] (stereo unspecified)	99.8	90.1	118.2	109.1	117.1	119.3	·	95.9	107.0
CCOC(=O)N1CCN(S(=O)(=O)c2ncsc2-c2ccccc2)CC1	98.2	96.1	109.6	104.4	93.2	96.6	99.0	104.5	103.1
CCOC(=O)c1nnn(-c2ccc(F)cc2)c1/C=C1\SC(=S)NC1=O	107.3	90.2	114.0	102.2	101.4	103.4	104.0	103.8	105.2
Clc1cccc(-c2cc(Cn3cnc4ccccc43)on2)c1	61.7	67.9	102.4	64.7	99.9	58.4	71.2	78.6	82.7
COc1ccc(-c2nc3cnccn3c2NC(C)(C)CC(C)(C)C)cc1O	86.8	81.6	100.8	93.0	102.5	96.7	90.9	85.5	99.1
CC1=CNNc2c3ncnc-3ncn21	110.8	96.6	103.4	105.1	106.6	98.0	107.6	99.7	107.9
CC(C)(C)c1ccc(OCc2nc3ccccc3n2-c2cccc(N)c2)cc1	104.9&49.6	102.5&74.5	107.4&103.4	100.6&50.2	103.8&94.8	100.2&50.1	107.7&65.7	103.4&61.1	108.6&78.2
CC1(C)OC(=O)C(=Cc2ccccc2F)C(=O)O1	99.2	100.9	111.8	108.0	97.9	103.1	103.5	98.8	105.0
Clc1nc2ccc(Br)cc2cc1Cn1nnnc1Cc1ccccc1	80.5	51.9	81.7	71.9	·	75.2	51.3	88.9	78.7
Cc1[nH]c(-c2nc3ccccc3[nH]2)c(C)c1C(=O)NNc1ccccc1	94.3	82.8	·	93.3	84.9	92.3	92.7	100.1	96.5
COc1ccc(C2Oc3ccccc3C(=O)C2SC(=S)N2CCOCC2)cc1 (stereo unspecified)	89.8	73.7	106.2	88.8	87.5	97.2	93.6	111.4	104.3
CC1CCN(C2=NC(=O)/C(=C\c3ccc(OCc4ccc([N+](=O)[O-])cc4)cc3)S2)CC1	94.0	81.1	120.2	97.6	99.3	98.7	97.4	101.4	100.6
COc1cc(CNS(=O)(=O)c2ccc(C)cc2)ccc1OCc1cn(-c2cccc([N+](=O)[O-])c2)nn1	89.1	86.9	103.1	90.3	98.5	86.2	62.9	77.3	100.5

5 entries from above, as comma-separated lines:
molecule,OVCAR-4,NCI-H522,SK-OV-3,NCI/ADR-RES,NCI-H322M,NCI-H23,IGROV1,NCI-H226,NCI-H460
Cc1[nH]c(-c2nc3ccccc3[nH]2)c(C)c1C(=O)NNc1ccccc1,94.3,82.8,·,93.3,84.9,92.3,92.7,100.1,96.5
COc1ccc(-c2nc3cnccn3c2NC(C)(C)CC(C)(C)C)cc1O,86.8,81.6,100.8,93.0,102.5,96.7,90.9,85.5,99.1
CC1CCN(C2=NC(=O)/C(=C\c3ccc(OCc4ccc([N+](=O)[O-])cc4)cc3)S2)CC1,94.0,81.1,120.2,97.6,99.3,98.7,97.4,101.4,100.6
CC(C)(C)c1ccc(OCc2nc3ccccc3n2-c2cccc(N)c2)cc1,104.9&49.6,102.5&74.5,107.4&103.4,100.6&50.2,103.8&94.8,100.2&50.1,107.7&65.7,103.4&61.1,108.6&78.2
COc1cc(CNS(=O)(=O)c2ccc(C)cc2)ccc1OCc1cn(-c2cccc([N+](=O)[O-])c2)nn1,89.1,86.9,103.1,90.3,98.5,86.2,62.9,77.3,100.5

One compound at a time, from the list above:
`COc1ccc(-c2nc3cnccn3c2NC(C)(C)CC(C)(C)C)cc1O` reads OVCAR-4 = 86.8; NCI-H522 = 81.6; SK-OV-3 = 100.8; NCI/ADR-RES = 93.0; NCI-H322M = 102.5; NCI-H23 = 96.7; IGROV1 = 90.9; NCI-H226 = 85.5; NCI-H460 = 99.1
`Clc1cccc(-c2cc(Cn3cnc4ccccc43)on2)c1` reads OVCAR-4 = 61.7; NCI-H522 = 67.9; SK-OV-3 = 102.4; NCI/ADR-RES = 64.7; NCI-H322M = 99.9; NCI-H23 = 58.4; IGROV1 = 71.2; NCI-H226 = 78.6; NCI-H460 = 82.7

Additional compounds follow.
SMILES	OVCAR-4	NCI-H522	SK-OV-3	NCI/ADR-RES	NCI-H322M	NCI-H23	IGROV1	NCI-H226	NCI-H460
COc1ccc2nc3sc(C(=O)Nc4ccc(C(=O)/C=C/c5ccccc5)cc4)cc3cc2c1	104.4	88.9	111.1	103.8	100.5	96.0	95.0	82.7	107.4
Cn1ccc2c1CC1CN(Cc3ccco3)C(=O)C1C2C(=O)O (stereo unspecified)	99.5	92.3	109.3	99.0	99.3	94.3	104.0	103.0	102.0
Cc1cc(N)c2cc(NC(=O)CCCCCC(=O)Nc3ccc4nc(C)cc(N)c4c3)ccc2n1	97.6	90.6	101.1	113.7	109.6	100.6	95.5	106.2	111.5
COc1cc([N+](=O)[O-])c(Cl)cc1N	99.7	91.8	98.7	100.0	102.2	95.1	105.9	90.2	107.2
C1=C(c2ccccc2)N=C(c2nccc3ccccc23)C1(c1ccccc1)c1ccccc1	83.5	68.0	93.2	95.6	87.2	78.5	95.9	·	98.3
Nc1ncncc1-c1ccccc1Cl	114.2	102.0	102.1&98.6	109.5&105.4	108.8&99.3	107.1&111.1	120.5&104.9	109.4&106.6	109.7&106.7
O=C(Cn1cc(COc2ccc(Br)cc2)nn1)Nc1nc2ccccc2s1	105.4	97.4	98.4	100.2	·	95.3	98.4	97.3	100.8
Cc1nn(-c2ccc(Br)cc2)c2ncnc(Nc3ccc(OCc4c(-c5ccccc5)no[n+]4[O-])cc3)c12	95.7	92.0	96.2	93.8	94.5	95.0	88.2	89.9	100.1
Nc1nccc(=S)[nH]1	113.8	63.2	101.6	106.6	101.2	92.7	107.1	102.8	107.0
CCCCSC1=NCCCS1	111.5	·	108.7	93.9	105.5	103.8	115.4	105.7	113.5
Cc1ccc(/C(C#N)=C/c2ccc3c(c2)OCO3)cc1	·	51.4	82.8	44.5	78.8	71.2	72.4	85.9	71.3
COc1cc(NCCCCCCN)c2ncccc2c1OC	85.7&66.5	44.3	103.6&115.1	103.2&94.1	138.0&131.4	95.5&91.2	112.4&48.6	107.1&106.9	114.8&110.6
Cc1cc(C#Cc2ccc(C(C)(C)C)cc2)ccc1-n1c(/C=C/c2ccc3[nH]ccc3c2)nc2ccccc2c1=O	95.9	93.5	113.0	103.8	89.9	87.7	80.1	94.9	100.0
CC(=O)N1CCN(c2cc3c(cc2F)c(=O)c(C(=O)O)cn3C2CC2)CC1	108.8	80.3	102.9	95.1	102.4	100.8	107.2	101.6	106.9
C/C=C/C=C/C=C\CC/C=C/C(=O)NCC(C)(C)O	104.1	75.2	111.7	101.9	100.0	92.8	106.3	100.1	103.0
CCSc1cnnc2ccccc12	103.4	97.8	108.6	103.7	117.9	100.6	127.9	100.8	118.1
O=[N+]([O-])c1ccc(Br)c(I)c1	·	86.1	104.0	110.3	119.9	103.1	106.8	89.3	106.4
O=C(SCc1ccccc1)c1ccccc1	107.2	95.5	93.0	110.1	100.5	111.9	111.5	107.2	117.5
Cc1ccccc1CNc1ccc(N2CCOCC2)cc1	87.7	100.7	130.9	99.2	98.3	99.1	108.2	107.3	111.9
COc1cc(-n2cc(C#N)c(N)c2C(=O)c2ccc(C)cc2)cc(OC)c1OC	95.0	95.3	91.6	96.1	90.1	97.7	98.9	99.6	100.9
Cc1ccc(-c2nc3nc(-c4ccccc4)nc(N(C)CC(O)C(O)C(O)C(O)CO)c3o2)cc1 (stereo unspecified)	95.5	92.8	84.8	100.7	101.6	96.1	90.1	91.1	101.1

Screening data (PubChem BioAssay)

Random draw from the library (roughly 11% active in at least one column).
